KCNK9 block: KCNK9 potassium channel inhibitors, primary screen, HEK293 cells, thallium flux; FluxOR thallium flux fluorescence; hits give low values; 310,000 tested, 1.2% active; B-score at 10 µM; Potassium channel subfamily K member 9 (Homo sapiens), Q9NPC2;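 active = ratio B-score over 3 SD below the library mean, with starting fluorescence within 5 SD of its mean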;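 note: negative B-score means less thallium flux so channel inhibition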
KCNQ1 inh: inhibitors of human KCNQ1 channel, primary screen, cell-based, thallium flux, high-throughput | CHO-K1 KCNQ1, FluxOR thallium flux fluorescence; hits give high values | B-score at 10 µM | 310,000 tested, 1.3% active | AID 2642, 2010;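 active = compounds whose thallium flux B-score, printed positive for inhibition, exceeds three library SD while starting fluorescence stays within three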;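 note: channel opened by potassium depolarization with thallium stimulus after 20 min compound exposure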
PolyA inh: polyadenylation inhibitors in yeast reporter cells, primary screen, luminescence, S. cerevisiae; 300,000 tested, 0.02% active; calls only at 12 µM; AID 1875, 2009; S. cerevisiae SKY197-pL101 polyadenylation reporter, beta-gal luminescence; efflux-impaired pdr1/pdr3 knockout yeast; score 100 = 6 SD above DMSO;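 active = lowest replicate activity score at least 50, where 100 means six control SD above control mean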;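 note: yeast exposed to compound for 9 h at 30 °C; higher score means more reporter readthrough which indicates perturbed polyadenylation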
KCNQ1 act: potentiators or activators of KCNQ1 channel, primary screen, cell-based, thallium flux, high-throughput; Potassium voltage-gated channel subfamily KQT member 1 (Homo sapiens), P51787; B-score at 10 µM; CHO-K1 KCNQ1, thallium flux FluxOR fluorescence; hits give high values; 310,000 tested, 0.35% active;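 active = fluorescence ratio B-score, a plate-corrected score, at least three library SD, with initial intensity B-score within 5 SD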
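Doses: Single concentration per compound, DMSO matched to controls | Test system: KCNQ1-transfected CHO-K1 cells | Timing: 90 min dye loading and 20 min compound exposure, both at room temperature | Measured by: Kinetic FluxOR thallium fluorescence, 10-s 1-Hz baseline, 110-s post-stimulus read | Medium: Assay buffer with matched DMSO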
GSK3 alpha inh: blockers of GSK3A enzyme activity – biochemical, luminescence, cell-free homogeneous, HTS, primary screen. Glycogen synthase kinase-3 alpha (Homo sapiens), P49840. GSK-3 alpha kinase, ADP-Glo luminescence, 60 min. inhibition, % at 10 µM. 320,000 tested, 0.1% active;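 in the data active = inhibition above about 50%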;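 note: GST-tagged GSK-3 alpha with peptide substrate and 25 µM ATP; 0% = DMSO neutral wells and 100% = GW8510 positive control wells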
Target sequence (P49840 whole entry, looked up): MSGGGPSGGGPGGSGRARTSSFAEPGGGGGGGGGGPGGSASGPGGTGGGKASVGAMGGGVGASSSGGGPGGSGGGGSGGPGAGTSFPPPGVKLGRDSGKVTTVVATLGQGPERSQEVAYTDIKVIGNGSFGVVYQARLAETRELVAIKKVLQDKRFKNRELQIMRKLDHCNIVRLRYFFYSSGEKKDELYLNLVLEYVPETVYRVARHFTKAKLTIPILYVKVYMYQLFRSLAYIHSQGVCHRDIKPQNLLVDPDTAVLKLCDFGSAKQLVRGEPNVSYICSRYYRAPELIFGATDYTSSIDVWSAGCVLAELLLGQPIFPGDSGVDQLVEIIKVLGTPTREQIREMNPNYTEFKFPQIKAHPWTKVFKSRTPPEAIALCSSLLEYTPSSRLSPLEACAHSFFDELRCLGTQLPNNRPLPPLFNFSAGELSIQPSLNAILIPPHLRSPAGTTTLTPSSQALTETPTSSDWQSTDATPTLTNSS
RGS4 inh: RGS4 inhibitors, primary screen, cell-based, HEK293 M3R inducible RGS4, calcium flux; Fluo-4 calcium flux; hits give high values; triggered by carbachol at its EC20; B-score at 10 µM; 310,000 tested, 0.45% active; AID 463165, 2010;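 active = B-score, a plate-corrected calcium signal, over three deviations above library mean, with baseline fluorescence within five deviations of library mean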;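 note: RGS4 expression induced by doxycycline in cells with stable M3 receptor; B-score is computed from the integrated fluorescence ratio over baseline after carbachol; higher B-score means a larger calcium signal and so more RGS4 inhibition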
Target sequence (P49798 whole entry, looked up): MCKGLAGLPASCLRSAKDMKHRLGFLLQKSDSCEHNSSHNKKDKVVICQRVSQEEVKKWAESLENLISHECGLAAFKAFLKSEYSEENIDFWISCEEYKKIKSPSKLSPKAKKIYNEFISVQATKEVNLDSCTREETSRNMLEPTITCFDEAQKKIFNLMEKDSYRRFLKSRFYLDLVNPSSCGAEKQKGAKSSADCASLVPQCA
Dyrk1A ADPGlo: rat Dyrk1A kinase inhibitors, primary screen, biochemical, single point, plate reader. inhibition, % at 12.5 µM. Dual specificity tyrosine-phosphorylation-regulated kinase 1A (Rattus norvegicus), Q63470. 310,000 tested, 0.43% active. ADP-Glo luminescence, NFATc1 peptide; in the data active = inhibition above about 50%;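 note: plate controls were vehicle with enzyme for no effect and no enzyme for full effect; many of its hits are not listed in these tables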
RGS4 pot: RGS4 potentiators or activators, primary screen, cell-based, HEK293 M3R inducible RGS4, calcium flux. B-score at 10 µM. 310,000 tested, 0.92% active. carbachol calcium flux Fluo4; hits give low values;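 active = B-score of the integrated calcium signal more than 4 SD below the library mean, with starting fluorescence not abnormally high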;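 note: negative B-score means reduced calcium response which marks RGS4 activation or potentiation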
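Detection: kinetic calcium fluorescence imaging with Fluo4-AM dye, 2 µM / Material: HEK293 cells with stable M3R and inducible RGS4 / Schedule: recording 10 s baseline at 1 Hz, 100 s post-agonist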
KCNK3 inh: human KCNK3 channel inhibitors, primary screen, CHO cells, FluxOR thallium flux, B-score; FluxOR fluorescence; hits give low values; B-score at 10 µM; 340,000 tested, 0.84% active; Potassium channel subfamily K member 3 (Homo sapiens), O14649; AID 602410, 2012;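 active = B-score under library mean minus 4 SD, starting fluorescence ratio at most library mean plus 5 SD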;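 note: more negative B-score means stronger inhibition of thallium flux through KCNK3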
Target sequence (O14649 whole entry, looked up): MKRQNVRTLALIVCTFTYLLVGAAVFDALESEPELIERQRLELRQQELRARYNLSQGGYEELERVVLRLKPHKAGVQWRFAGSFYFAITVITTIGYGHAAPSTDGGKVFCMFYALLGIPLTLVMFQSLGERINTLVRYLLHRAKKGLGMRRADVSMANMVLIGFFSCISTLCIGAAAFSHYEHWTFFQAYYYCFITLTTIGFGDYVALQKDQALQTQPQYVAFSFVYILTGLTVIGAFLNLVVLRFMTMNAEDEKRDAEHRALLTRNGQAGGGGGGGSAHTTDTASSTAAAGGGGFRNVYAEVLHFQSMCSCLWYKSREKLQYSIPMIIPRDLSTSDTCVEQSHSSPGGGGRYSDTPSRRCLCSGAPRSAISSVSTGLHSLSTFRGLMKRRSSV
GSK3B inh: human GSK3beta kinase inhibitors, primary screen, biochemical, cell-free homogeneous, HTS. 300,000 tested, 0.038% active. GST-GSK3beta kinase, ADP-Glo luminescence, 60 min; hits give low values. Glycogen synthase kinase-3 beta (Homo sapiens), P49841. activity score (negative = inhibition), % at 10 µM;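 active = more than half of replicate wells score below -50%, meaning over 50% inhibition versus plate controls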;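 note: 0% = median DMSO wells and -100% = median GW8510 positive control wells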
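Test system: GST-fused GSK3beta enzyme, cell-free | Quantity: 1.6 ng GST-GSK3beta enzyme per well | Reagent: 25 µM ATP with peptide substrate | Schedule: 60 min enzyme reaction, room temperature | Signal: Luminescent ADP-Glo measurement of ADP formed | Read-out basis: Score relative to plate controls | Control set: DMSO and 20 µM GW8510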
hERG rescue: hERG rescue from dofetilide block, primary screen, cell-based, CHO-hERG, FluxOR thallium flux, dofetilide IC70; 310,000 tested, 0.51% active; AID 1511, 2009; activation (rescue from dofetilide block), less the hit threshold, % at 10 µM; dofetilide IC70 present;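 active = activation above the mean of controls blocked by dofetilide plus 5 SD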;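 note: thallium influx through hERG after potassium depolarization seen as dye fluorescence rise; in these data hits start at about 4.7%; inactives centre near -7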
* = called active by the depositor; i = inactive; · = no result given.

SMILES | KCNK9 block | KCNQ1 inh | PolyA inh | KCNQ1 act | GSK3 alpha inh | RGS4 inh | Dyrk1A ADPGlo | RGS4 pot | KCNK3 inh | GSK3B inh | hERG rescue
COC(=O)[C@@H](NCc1cccc(CN[C@H](C(=O)OC)C(C)C)c1)C(C)C | i | i | i | i | -4 | i | 5 | i | i | 4 | -6
O=C(NCCc1ccccc1)Oc1ccc(Cl)cc1 | i | i | i | i | -3 | i | 0 | i | i | 1 | -10
Cc1cc(NC(=O)c2cc(-c3ccccn3)nc3ccccc23)no1 | i | i | i | i | 2 | i | -2 | i | i | 0 | -5
CC(C)NC(=O)c1sc2c(c1C(=O)Nc1cccnc1)CCCC2 | i | i | i | i | 6 | i | -2 | i | i | -5 | -9
Cc1ccc([C@@H]2C3COCC=C3C(C#N)=C(N)C2(C#N)C#N)o1 (stereo partly drawn) | i | i | i | i | · | i | -1 | i | i | -1 | -11
N#C/C(=C\c1c[nH]c2ccccc12)C(=O)NCC1CCCO1 (stereo not drawn) | i | i | i | i | -11 | i | 1 | i | i | -1 | -4
Cc1ccc(C)c(OCCC(=O)OCC(=O)NC2CC2)c1 | i | i | i | i | -2 | i | -3 | i | i | -1 | -15
CCCN(CCC)S(=O)(=O)c1ccc(C(=O)Nc2nnc(-c3cc(OC)cc(OC)c3)o2)cc1 | i | i | i | i | -3 | i | 9 | i | i | 1 | -7
O=C(c1ccc(OC2CCN(CCc3ccccc3)CC2)cc1)N1CCCCC1CCCO (stereo not drawn) | i | i | i | i | 0 | i | 4 | i | i | -2 | -7
Cc1ccc(N2C(=O)c3ccc(N)cc3C2=O)cc1C | i | i | i | i | -1 | i | 2 | i | i | 2 | -7
Fc1ccccc1OCCCCN1CCCCC1 | i | i | i | i | -1 | i | 0 | i | i | 2 | -1
O=c1c2ccccc2ncn1CCCCOc1ccccc1F | i | i | i | i | -6 | i | -4 | i | i | 5 | -7
Cc1ccc(OCC(=O)NC2CCCC2)c(C)c1 | i | i | i | i | 0 | i | -9 | i | i | 3 | -9
CC(=O)Nc1cc(C(=O)OC(C(=O)c2ccccc2)c2ccccc2)ccc1C (stereo not drawn) | i | i | i | i | 0 | i | 1 | i | -10* | -3 | -19
CCn1c(C)nc2c1C(=O)c1ccccc1C2=O | i | i | i | i | · | i | 9 | i | i | -1 | -4
CCOC(=O)C(=NCC1CCCO1)NNc1cc(Cl)ccc1Cl (stereo not drawn) | i | i | i | i | -2 | i | -11 | i | i | 4 | -17
CC(=O)c1cccc(NC(=O)CSc2nc(=O)n(CCCN3CCOCC3)c3c2CCC3)c1 | i | i | i | i | 0 | i | 3 | i | i | 1 | -11
CC1NC2(C(=O)N(Cc3ccccc3)c3ccccc32)C2C(=O)N(c3ccccc3)C(=O)C12 (stereo not drawn) | i | i | i | i | · | i | -2 | i | i | 1 | -5
COc1cc(/C=N/NC(=O)C(=O)/C=C2\NC3(CCCC3)Cc3ccccc32)ccc1O | -11* | i | i | i | -1 | i | -4 | i | i | -9 | -7
COc1cc(CNCc2ccccn2)ccc1OCc1ccc(Cl)cc1 | i | i | i | i | 1 | i | -4 | i | i | 1 | -19
Cc1cc(C)c2c(c1)SC1=NC(c3ccccc3)(C(F)(F)F)NC(=O)N12 (stereo not drawn) | i | i | i | i | -3 | i | -6 | i | i | -4 | -1
O=C(NC(NNc1ccc([N+](=O)[O-])cc1)(C(F)(F)F)C(F)(F)F)c1ccc(F)cc1 | i | 6* | i | i | -1 | i | -1 | i | i | 0 | -12
Cc1ccc(N2CC(=O)N(NC(=O)Nc3ccc(Cl)c(Cl)c3)CC2=O)cc1 | i | i | i | i | 3 | i | -1 | i | i | 3 | -6
COc1ccccc1N(C(=O)CNC(=O)c1ccco1)C(C(=O)NCC1CCCO1)c1ccccc1 (stereo not drawn) | i | i | i | i | -2 | i | -5 | i | i | 3 | -7
CC(=O)n1cc([C@H]2C=C(C(=O)O)O[C@@H](OCCCCO)C2)c2ccccc21 | i | i | i | i | -2 | i | 7 | i | i | 1 | -5
Other entries follow:
SMILES | KCNK9 block | KCNQ1 inh | PolyA inh | KCNQ1 act | GSK3 alpha inh | RGS4 inh | Dyrk1A ADPGlo | RGS4 pot | KCNK3 inh | GSK3B inh | hERG rescue
O=C(O)c1ccc2c(c1)C(=O)N(c1ccccc1-c1ccccc1)C2=O | i | i | i | i | -3 | i | -2 | i | i | -3 | -16
CCCCN(CC)S(=O)(=O)c1ccc(C(=O)Nc2nnc(CSC)o2)cc1 | i | i | i | i | 0 | i | -1 | i | i | 3 | -5
CCOC(=O)c1ccc(NC(=S)NCCCn2ccnc2)cc1 | i | i | i | i | -3 | i | 1 | i | i | -3 | -21
CC(C)CSC1=NSC2=NC(=O)/C(=C\c3coc4ccccc4c3=O)C(=N)N12 | i | 25* | i | i | 3 | i | 8 | -12* | i | 0 | -46
Cc1ccc(C(=O)N2CCN(c3ccc(F)cc3)CC2)cc1S(=O)(=O)N1CCCCC1 | i | i | i | i | 0 | i | · | i | i | 1 | -6
O=c1[nH][nH]cc1C=Nc1ccc(Cl)cc1Cl | i | i | i | i | · | i | -1 | i | i | 2 | -9
CC(C)=CC(=O)Nc1ccc(S(=O)(=O)Nc2onc(C)c2C)cc1 | i | i | i | i | -4 | i | 32 | i | i | 2 | -4
COc1ccc2nc(N/C(N)=N/C(=S)Nc3cccc(C)c3)nc(C)c2c1 | i | i | i | i | 0 | i | 2 | i | i | 1 | -8
COc1ccc(/C=N\NC(=O)COc2ccccc2)c(C(=O)O)c1OC | i | i | i | i | 1 | i | -4 | i | i | -6 | -11
CCn1ncc(Cl)c1C(=O)NC(C)c1ccccc1 (stereo not drawn) | i | i | i | i | -1 | i | 1 | i | i | -3 | -4
O=C(/C=C/c1ccc(Cl)cc1)NC(=S)Nc1ccccc1C(=O)O | i | i | i | i | -3 | i | 2 | i | i | 1 | -13
Cc1ccc(C(OCC(O)CNC(C)c2ccccc2)c2ccccc2)cc1 (stereo not drawn) | i | i | i | i | 4 | i | · | i | i | -5 | -18
CC1(C)CC(N2CCC(=O)NC2=S)CC(C)(C)N1 | i | i | i | i | 0 | i | 5 | i | i | -4 | -6
CNC(=O)C(=O)Nc1c(O)c2ccccc2[nH]c1=O | i | i | i | i | -3 | i | 8 | i | i | 0 | -6
CC1(C)C2CC=C(/C=N/NC(=O)c3ccccc3Br)C1C2 (stereo not drawn) | i | i | i | i | 2 | i | 2 | i | i | -1 | -3
O=C1C2C3C=CC(C3)C2C(=O)N1c1n[nH]c(CCc2ccccc2)n1 (stereo not drawn) | i | i | i | i | -2 | i | 2 | i | i | 0 | -1
Cc1ccccc1NC(=O)CSCCN1C(=O)c2ccccc2C1=O | i | i | i | i | -3 | i | 3 | i | i | 0 | -8
O=C(NCC(c1cccs1)N1CCOCC1)c1cc(=O)[nH]c2ccccc12 (stereo not drawn) | i | i | i | i | 0 | i | 8 | i | i | -4 | -13
C=CCSc1nnc(NC(=O)Cn2cnc3c2c(=O)n(C)c(=O)n3C)s1 | i | i | i | i | -1 | i | 0 | i | i | 1 | 10*
Cc1ccc(C(=O)NCCNc2nc3cc(C)c(C)cc3cc2C)cc1 | i | i | i | i | · | i | 2 | i | i | 1 | -3
O=C(COC(=O)c1ccc([N+](=O)[O-])s1)NC(c1ccccc1)c1ccccc1 | i | i | i | i | -3 | i | -9 | i | i | 0 | -9
O=C(Nc1ccc(Nc2ccccc2)cc1)C1CC1 | i | i | i | i | 2 | i | -5 | i | i | -4 | -15
CN(Cc1c(C(=O)N/N=C/c2cccc(F)c2)nnn1-c1nonc1N)C1CCCCC1 | i | i | · | i | -3 | i | 3 | i | i | 2 | -3

Part of the list above in order of SMILES length, low to high.
SMILES | KCNK9 block | KCNQ1 inh | PolyA inh | KCNQ1 act | GSK3 alpha inh | RGS4 inh | Dyrk1A ADPGlo | RGS4 pot | KCNK3 inh | GSK3B inh | hERG rescue
CC1(C)CC(N2CCC(=O)NC2=S)CC(C)(C)N1 | i | i | i | i | 0 | i | 5 | i | i | -4 | -6
CNC(=O)C(=O)Nc1c(O)c2ccccc2[nH]c1=O | i | i | i | i | -3 | i | 8 | i | i | 0 | -6
Cc1ccc(C(=O)NCCNc2nc3cc(C)c(C)cc3cc2C)cc1 | i | i | i | i | · | i | 2 | i | i | 1 | -3
Cc1ccc(C(OCC(O)CNC(C)c2ccccc2)c2ccccc2)cc1 (stereo not drawn) | i | i | i | i | 4 | i | · | i | i | -5 | -18
COc1ccc(/C=N\NC(=O)COc2ccccc2)c(C(=O)O)c1OC | i | i | i | i | 1 | i | -4 | i | i | -6 | -11
CC(C)=CC(=O)Nc1ccc(S(=O)(=O)Nc2onc(C)c2C)cc1 | i | i | i | i | -4 | i | 32 | i | i | 2 | -4
O=C(NCC(c1cccs1)N1CCOCC1)c1cc(=O)[nH]c2ccccc12 (stereo not drawn) | i | i | i | i | 0 | i | 8 | i | i | -4 | -13
O=C1C2C3C=CC(C3)C2C(=O)N1c1n[nH]c(CCc2ccccc2)n1 (stereo not drawn) | i | i | i | i | -2 | i | 2 | i | i | 0 | -1
CC(C)CSC1=NSC2=NC(=O)/C(=C\c3coc4ccccc4c3=O)C(=N)N12 | i | 25* | i | i | 3 | i | 8 | -12* | i | 0 | -46

Only part of the results is shown; rates above refer to the full screens.
